hgDAF-12 ag: H. glycines DAF-12 receptor agonists, primary screen, cell-based, luminescence, HEK293, GAL4 fusion, UAS-luciferase; Nuclear hormone receptor DAF-12 (Heterodera glycines), GAL4 fusion; HEK293 GAL4-hgDAF12 UAS-luciferase reporter, agonist luminescence; normalized to butyrate control; activation, % at 6.8 µM; 370,000 tested, 1.8% active; AID 687014, 2013;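 active means activation above a cutoff set at the mean of all screened compounds plus 3 SD, cut at about 10% in these data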;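 further: 0% = DMSO wells and 100% = sodium butyrate wells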
DAX1 inh-1: DAX1 (NR0B1) inhibitors, primary screen, cell-based, HEK293, Gal4-DAX1, luciferase luminescence | Nuclear receptor subfamily 0 group B member 1 (Homo sapiens), P51843 | HEK293 Gal4-DAX1 luciferase reporter | inhibition, % at 6.75 µM | 340,000 tested, 0.99% active | AID 504766, 2011;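 active means inhibition above the mean over all tested compounds plus 3 SD, cut at about 4.2% in these data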;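 further: 0% = DAX1-transfected cells with DMSO and 100% = empty-vector control cells with DMSO; inhibition shows as a rise in luminescence from relieved DAX1 repression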
Target sequence (P51843 207-470 limits assumed): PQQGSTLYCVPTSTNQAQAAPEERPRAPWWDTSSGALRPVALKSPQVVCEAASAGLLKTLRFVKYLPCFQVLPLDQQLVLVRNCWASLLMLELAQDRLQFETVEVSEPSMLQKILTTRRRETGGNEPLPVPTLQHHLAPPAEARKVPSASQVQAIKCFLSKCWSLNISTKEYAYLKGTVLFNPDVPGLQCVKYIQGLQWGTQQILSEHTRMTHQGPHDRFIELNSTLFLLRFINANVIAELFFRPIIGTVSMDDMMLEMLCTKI
ADAM10 inh: human ADAM10 inhibitors, primary screen, biochemical, QFRET, HTS; inhibition, % at 7 µM; 370,000 tested, 0.62% active; AID 720582, 2013; recombinant ADAM10, EDANS/DABCYL FRET peptide cleavage, 3 h;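 active means inhibition above a per-campaign cutoff equal to the mean of compounds falling between control-based bounds plus 3 SD, cut at about 20% in these data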;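 further: 0% = DMSO wells while the 100% control is not disclosed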
NPR1 activator: GC-A stimulated cGMP production enhancers – HEK293 GC-A cells, cGMP TR-FRET, EC30 ANP, primary screen | Atrial natriuretic peptide receptor 1 (Homo sapiens), P16066 | 0% at EC30 ANP, 100% saturating ANP | activation, % at 10 µM | 370,000 tested, 0.14% active | AID 1671463, 2021; in the data active means activation above about 40%
GC-B act: human GC-B receptor activators, primary screen, HEK293 GC-B cells, cGMP TR-FRET, EC30 CNP; Atrial natriuretic peptide receptor 2 (Homo sapiens), P20594; 0% at EC30 CNP, 100% saturating CNP; activation, % at 10 µM; 370,000 tested, 0.11% active;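 active means activation at 10 µM reaching about 35% in either raw or pattern-adjusted values, limit read from the data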
ssDAF12 agonist: S. stercoralis DAF-12 nuclear receptor activators, primary screen, cell-based, luminescence, HEK293, GRIP1 co-expression, lit1-tk-luc | Nuclear hormone receptor DAF-12 (Strongyloides stercoralis) | HEK293 ssDAF-12/GRIP1 lit1-tk-luc reporter; % of 3 µM dafachronic acid response | activation, % at 6.8 µM | 370,000 tested, 1% active | AID 652126, 2013;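 active means activation above the mean over all tested compounds plus 3 SD, cut at about 0.9% in these data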;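 further: 0% = DMSO-only wells and 100% = 3 µM delta7-dafachronic acid wells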
DAX1 inh-2: DAX1 (NR0B1) inhibitors on StAR promoter, primary screen, cell-based, luminescence, SF-1 (NR5A1), full-length DAX-1 | AID 652010, 2013 | inhibition, % at 6.8 µM | HEK293T StAR-luciferase reporter, SF-1/DAX-1 repression relief | 370,000 tested, 1.1% active;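 active means inhibition above the mean over all tested compounds plus 3 SD, cut at about 3.6% in these data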;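 further: 0% = DAX-1 cells with DMSO and 100% = cells lacking DAX-1 with DMSO; higher inhibition means more luminescence from relief of DAX-1 repression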
FXN GAA850 act: FXN promoter activators, primary screen, cell-based, luciferase luminescence, HEK293 lucGAA850 | HEK293 lucGAA850 FXN promoter luciferase reporter, 24 h; percent of 10 µM SAHA response | activation, % at 6 µM | AID 540364, 2011 | 360,000 tested, 0.56% active;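 active means activation above the average of all compounds screened plus 3 SD, cutoff fixed separately per campaign, cut at about 7.5% in these data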;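 further: 0% = DMSO wells and 100% = 10 µM SAHA wells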
HGIII-sPLA2 inh: human group III sPLA2 inhibitors, primary screen, biochemical, QFRET, BODIPY PC-A2 liposome substrate; inhibition, % at 12.2 µM; QFRET BODIPY PC-A2 liposome hydrolysis, fluorescence; AID 743126, 2013; 370,000 tested, 0.56% active;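 active means inhibition above mean plus 3 SD of compounds lying within the high and low control bounds, cut at about 19% in these data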;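 further: 0% = median of test compound wells and 100% = no enzyme DMSO wells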
Target sequence (Q9NZ20 whole entry, looked up): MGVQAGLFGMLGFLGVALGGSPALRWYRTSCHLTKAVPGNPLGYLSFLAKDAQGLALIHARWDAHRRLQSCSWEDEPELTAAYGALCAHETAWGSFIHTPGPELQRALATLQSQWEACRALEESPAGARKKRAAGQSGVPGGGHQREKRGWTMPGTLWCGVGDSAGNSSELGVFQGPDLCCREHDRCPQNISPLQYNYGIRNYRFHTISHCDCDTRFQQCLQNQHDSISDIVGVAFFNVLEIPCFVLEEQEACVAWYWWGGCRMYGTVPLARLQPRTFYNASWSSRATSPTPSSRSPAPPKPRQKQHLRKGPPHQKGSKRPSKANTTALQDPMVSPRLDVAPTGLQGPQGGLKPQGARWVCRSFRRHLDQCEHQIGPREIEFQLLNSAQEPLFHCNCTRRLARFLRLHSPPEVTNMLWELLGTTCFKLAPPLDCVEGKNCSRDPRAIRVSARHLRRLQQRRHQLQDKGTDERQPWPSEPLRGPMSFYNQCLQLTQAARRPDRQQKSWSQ
SMARCA2 act: SMARCA2 (BRM) function activators, primary screen, cell-based, luminescence, high throughput; 370,000 tested, 1% active; MG213 cells, MMTV-luciferase reporter, dexamethasone, overnight; AID 652017, 2013; activation, % at 9.1 µM; in the data active means activation above about 7.8%;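 further: 0% = vehicle wells and 100% = reference activator wells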
hcDAF-12 act: H. contortus DAF-12 nuclear receptor activators, primary screen, cell-based, luminescence, HEK293, lit1-tk-luc reporter; activation, % at 6.8 µM; AID 652067, 2013; HEK293 hcDAF-12 lit1-tk-luc reporter; 0% DMSO, 100% Δ7-dafachronic acid; 370,000 tested, 1.4% active;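 active means activation above the mean of all tested compounds plus 3 SD, cut at about 5.5% in these data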;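 further: 100% = response to 3 µM Δ7-dafachronic acid high control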
* marks the source's active call; other numbers are inactive results; i = inactive; . = no result given; & = joins results of further samples.

SMILES	hgDAF-12 ag	DAX1 inh-1	ADAM10 inh	NPR1 activator	GC-B act	ssDAF12 agonist	DAX1 inh-2	FXN GAA850 act	HGIII-sPLA2 inh	SMARCA2 act	hcDAF-12 act
CCCC(=O)NC(Nc1ccccc1OC)C(Cl)(Cl)Cl (stereo unspecified)	-1.1	0.1	-5	1	-5	-1.7	-0.5	-1.9	-5	-1	1.1
Cc1ccc(NC(=O)CN2C(=O)S/C(=C/c3ccc(-c4cccc(C(=O)O)c4)o3)C2=O)cc1	-0.8	-0.4	-12	-17	-4	-0.8	1.4	3.5	-1	-2	-0.3
Cc1ccc2nc(-c3ccc4c(c3)NC(=O)CO4)cn2c1	14*	3.1	-145	-2	-8	-0.2	4.5*	8.5*	-10	6	4.3
CCOc1cccc(CNc2ccc(O)cc2)c1OCc1ccccc1Cl	-0.8	-0.5	6	3	-4	-1.4	-0.4	0.2	10	-3	-1.5
CCOC(=O)c1ccc(NC(=S)N2CCN(S(C)(=O)=O)CC2)cc1	0.3	1.3	4	0	5	-0.6	-0.4	4.2	-4	-1	-0.5
Cc1ccc(NC(=O)CN2CCN(S(=O)(=O)c3ccc(F)cc3)CC2)cc1C	-3.4	0.1	-4	1	0	-1.2	-2.1	0.2	-12	-1	-0.4
COc1ccc(CCN(C)C(=O)CCc2nnc(-c3ccccc3)o2)cc1OC	11*	2.4	5	-2	-5	0.2	1.3	9.3*	-3	11*	4.0
CC1=C(C(=O)OC(C)C)C(c2ccccn2)n2ncnc2N1 (stereo unspecified)	-0.6	1.0	-5	3	-1	-0.8	0.3	1.6	3	1	-1.4
CCOC(=O)CNC(=O)CSc1ccc2nnc(-c3cccnc3)n2n1	0.3	0.7	-59	-1	2	-1.1	0.6	0.0	1	-2	-1.4
CCOC(=O)c1cc(-c2ccccc2)sc1NC(=S)Nc1cccc(C)n1	1.2	-0.1	3	-4	1	-1.1	0.0	0.7	3	0	0.3
Nc1ccc(Cl)c[n+]1Cc1cccc2cccnc12	-2.0	-0.8	-4	-4	-6	-0.1	-0.6	-0.1	7	-1	5.8*
Cc1ccc(C(=O)NC2CCC(C)CC2)o1 (stereo unspecified)	9.4	1.0	-15	2	2	-0.5	1.3	2.0	9	-1	-0.4
CCOC(=O)c1cnc2c(CC)cccc2c1NCCCN1CCOCC1	0.9	-0.4	-14	14	3	-1.1	-0.4	2.6	-5	1	-0.7
Cc1ccc(N2C(=O)CSC2c2ccc3c(c2)OCO3)cc1 (stereo unspecified)	0.1	1.3	4	-11	-7	-0.8	-0.3	0.0	-7	0	-1.9
O=C(CNC(=O)c1ccco1)OCC(=O)c1cccc2ccccc12	0.1	0.1	0	1	-13	-1.4	-0.2	-1.1	-5	0	-0.1
C=CCOC(=O)C1=C[C@@H](c2coc3ccccc3c2=O)C[C@@H](OCCCCO)O1	-2.1	0.0	-6	0	-10	-1.4	-0.1	5.1	-6	-1	-1.6
CCCN1CCN(C(=O)c2c(Cl)cnn2C)CC1	-1.4	0.7	-5	5	5	-0.5	-1.6	-1.2	15	-1	-0.4
Cc1ccccc1C(=O)N1CCC(C(=O)NN2C(=O)NC3(CCCCC3)C2=O)CC1	0.9	0.5	-16	-1	-3	-1.3	0.1	0.0	5	-2	-0.4
CCC1Nc2ncnc(N3CCCCC3)c2N(Cc2ccc(C)cc2)C1=O (stereo unspecified)	-1.6&-2.4	-0.9	-2&4	-2&1	-4&2	-1.7&-0.8	-0.2&0.9	0.8	-1&4	2&1	-0.7&-1.4
Cc1cc(C)cc(NC(=O)c2ccc(N3C(=O)C4CCCCC4C3=O)cc2)c1 (stereo unspecified)	-1.9	-0.4	2	4	-2	-1.0	-1.5	-0.6	-4	-4	-2.7
COC(=O)c1ccc(NC(=S)NNC(=O)c2ccccc2)cc1	5.4	1.6	2	-1	-1	-0.5	1.3	-0.3	15	1	-1.7
O=[N+]([O-])c1ccccc1/C=C/C=N/Nc1nc(N2CCCCC2)nc(N2CCCCC2)n1	-0.5	-0.6	-1	-4	4	-0.6	0.1	1.2	3	-2	-0.2
Cc1oc2cc(OC(=O)c3ccco3)ccc2c(=O)c1-c1nc2ccccc2n1C	1.4	-0.7	-101	0	2	-1.3	0.9	-0.6	1	-1	1.6
C[C@H]1CN([C@@H](C)CO)C(=O)CCCn2nncc2CO[C@H]1CN(C)S(=O)(=O)c1ccc2c(c1)OCCCO2	-3.1	2.2	-10	-1	0	-1.1	1.5	-0.6	5	-6	-2.1
O=C(CC(c1ccco1)C1CCCCC1=O)c1ccccc1 (stereo unspecified)	-1.1	0.1	20	-7	-1	-2.1	0.2	2.5	3	3	-1.5
O=C(NCCO)C(=O)c1c(-c2ccccc2)cc2ccccn12	-0.6	-0.5	-3	1	1	-1.2	0.8	0.2	7	-1	0.3
CCN(CC)S(=O)(=O)c1cnccc1N1CCN(c2cccc(Cl)c2)CC1	-3.8	0.0	14	-6	1	-1.9	-0.9	2.2	-1	-1	-2.0
Cc1ccc(-c2cn(-c3ccc(OC(F)F)cc3)c3[n+]2CCCCC3)cc1	-5.7	-3.4	-11	2	3	-2.2	-1.6	-1.1	15	-5	-2.8
Cc1ccc(-c2nc3ncccn3c2Nc2ccc3c(c2)OCCO3)o1	1.4	2.2	-5	10	7	-0.5	0.9	3.4	4	1	-1.8
CC1CN(Cc2nc3c(c(=O)n(C)c(=O)n3C)n2CCN2CCOCC2)CC(C)O1 (stereo unspecified)	0.2	-0.6	1	0	-1	-0.8	0.0	-4.2	1	-3	-0.2
CC1(C)CCSC(/C=C/c2ccccc2)=N1	5.5	-2.6	-5	13	-3	-1.3	-1.1	-7.7	8	-1	-1.9
S=C(NCCc1c[nH]c2ccccc12)NC1CC1	2.0	1.5	0	-5	-1	0.2	-1.1	-1.1	12	-2	2.9
O=C(O)Cc1ccc(NC(=O)c2cccc(NC(=O)c3ccco3)c2)cc1	4.4	1.2	2	1	1	-1.4	0.1	2.1	-1	-1	-0.7
CCCCOC(=O)c1ccc(NC(=O)COC(=O)c2ccc3ncsc3c2)cc1	0.0	-0.9	1	-1	-1	-1.3	0.5	2.3	-17	-1	-0.1
CS(=O)(=O)N(CC(=O)N1CCc2ccccc2C1)c1cccc([N+](=O)[O-])c1	-1.2	-0.3	2	-4	0	-1.8	-0.4	2.8	13	-4	-0.9
Cc1cccc(C)c1NC1=NC(=S)N(c2ccc(N(C)C)cc2)C1(C)C	-2.0	0.2	10	4	3	-1.5	-0.1	-1.3	8	-4	0.3
Cn1c(=O)oc2cc(S(=O)(=O)NCCC(=O)NCc3ccc(F)cc3)ccc21	-1.3	-0.2	7	-1	2	-1.0	-0.3	-1.7	5	-1	-1.7
COc1ccc(C2=NOC(Cn3nc(C(=O)O)cc3-c3ccccc3)C2)cc1 (stereo unspecified)	2.2	0.2	-7	0	1	-1.2	-0.2	0.3	-3	1	1.7
O=C1c2cccnc2C(=O)N1C1CCCCC1	-1.0	1.2	-12	1	0	-1.2	0.4	-4.2	-3	-2	-0.8
COc1ccc([N+](=O)[O-])cc1N(CC(O)CN(CC(C)C)CC(C)C)S(=O)(=O)c1ccccc1 (stereo unspecified)	2.7	1.5	2	-10	-2	-1.6	-0.5	2.8	-8	-3	-0.9
Cc1cc(C)nc(NC(=O)Cc2cccs2)n1	-0.2	0.9	-3	2	-1	-1.1	-0.3	3.1	6	2	-0.6
C=CCNc1oc(-c2ccc(OC)cc2)nc1C#N	6.8	0.2	i	2	-1	-1.5	-0.8	5.1	-2	0	-0.6
COc1ccc(-c2cccc(-c3cc(=O)oc4ccc(C(C)(C)C)cc34)c2)cc1	1.9	-0.4	-3	2	-2	-0.9	-0.5	1.6	0	0	-1.2
COc1ccc(Cn2c(-c3ccco3)nc3oc4cc(OC)ccc4c(=O)c3c2=O)cc1	1.0	-0.9	-5	.	.	-0.4	-0.2	2.3	-3	0	-0.4
OC(c1ccccn1)C1CCN(Cc2nc(C(c3ccccc3)c3ccccc3)no2)CC1 (stereo unspecified)	2.4	-1.3	-2	-2	0	-1.2	-0.6	3.1	-10	1	-2.2
Cc1ccc(NS(=O)(=O)c2ccc(OCC(=O)NCC3CCCO3)cc2)cc1 (stereo unspecified)	-2.3	-1.2	0	-1	3	-1.7	0.1	-1.0	-5	-2	0.0
COc1cccc(-c2nc(CS(=O)(=O)CC(=O)NCCc3ccc(OC)cc3OC)c(C)o2)c1	-1.5	-0.4	3	-6	-1	-1.5	0.2	1.0	-23	-2	1.6
Cc1ccnc(SCC(=O)Nc2cccc(S(=O)(=O)N3CCOCC3)c2)n1	-0.3	0.9	-6	-3	1	-0.1	-0.6	-2.3	-2	-1	1.3
Cc1cnc(SCc2ccc(Cl)cc2Cl)[nH]c1=O	-1.5	-0.4	4	-4	-5	-1.4	-0.3	-0.3	-3	2	-0.7
COc1cc(C(=O)NNC(=O)CNC(=O)c2ccc(Br)o2)cc(OC)c1OC	0.0	0.3	0	1	-3	-0.5	-0.5	1.6	3	-2	0.2
CCOC(=O)Cc1csc(NC(=O)CSc2nnc(C(C)C)n2CC)n1	1.4	1.6	9	2	8	-0.8	-0.7	-0.5	4	-1	0.6
O=C(Nc1ccccc1Cl)C1CC(=O)N(Cc2ccco2)C1 (stereo unspecified)	1.1	0.4	-8	-2	1	-1.2	-0.2	1.5	12	-3	0.5
O=C(NCCNC(=O)c1ccccc1F)c1ccccn1	0.0	-0.4	-6	1	3	-1.2	0.2	-0.2	0	-2	-1.4
CCCn1c(SCC(=O)Nc2ccccc2Oc2ccccc2)n[nH]c1=O	-2.3	-1.4	-4	-3	0	-1.7	-0.2	-0.3	-6	0	-2.5
CC1CCCc2sc3ncn(N)c(=N)c3c21 (stereo unspecified)	5.5	0.5	-4	3	1	-2.0	2.0	0.3	-3	-2	-2.6

Profiles from above. Values in the order: hgDAF-12 ag | DAX1 inh-1 | ADAM10 inh | NPR1 activator | GC-B act | ssDAF12 agonist | DAX1 inh-2 | FXN GAA850 act | HGIII-sPLA2 inh | SMARCA2 act | hcDAF-12 act
Results for COc1cccc(-c2nc(CS(=O)(=O)CC(=O)NCCc3ccc(OC)cc3OC)c(C)o2)c1 = -1.5 | -0.4 | 3 | -6 | -1 | -1.5 | 0.2 | 1.0 | -23 | -2 | 1.6
Results for CC1CCCc2sc3ncn(N)c(=N)c3c21 (stereo unspecified) = 5.5 | 0.5 | -4 | 3 | 1 | -2.0 | 2.0 | 0.3 | -3 | -2 | -2.6

Screening data deposited in PubChem BioAssay by several laboratories.
